SARS 3CLpro inh: SARS-CoV 3CLpro protease inhibitors, primary screen, biochemical, quenched FRET | hit rate 0.14% among 290,000 | recombinant SARS-CoV 3CLpro, quenched FRET peptide cleavage | AID 1706, 2009 | inhibition, % at 6 µM; in the data active = inhibition above about 12%
Anthrax LF inh2: Bacillus anthracis LF protease inhibitors, primary screen, biochemical, multiplex microsphere, MLPCN library | Lethal factor (Bacillus anthracis), P15917 | multiplex microsphere protease cleavage assay | inhibition, % at 10 µM | hit rate 0.12% among 360,000; also: plate controls were buffer without enzyme for full effect and enzyme alone for no effect
Target sequence (P15917 whole entry, looked up): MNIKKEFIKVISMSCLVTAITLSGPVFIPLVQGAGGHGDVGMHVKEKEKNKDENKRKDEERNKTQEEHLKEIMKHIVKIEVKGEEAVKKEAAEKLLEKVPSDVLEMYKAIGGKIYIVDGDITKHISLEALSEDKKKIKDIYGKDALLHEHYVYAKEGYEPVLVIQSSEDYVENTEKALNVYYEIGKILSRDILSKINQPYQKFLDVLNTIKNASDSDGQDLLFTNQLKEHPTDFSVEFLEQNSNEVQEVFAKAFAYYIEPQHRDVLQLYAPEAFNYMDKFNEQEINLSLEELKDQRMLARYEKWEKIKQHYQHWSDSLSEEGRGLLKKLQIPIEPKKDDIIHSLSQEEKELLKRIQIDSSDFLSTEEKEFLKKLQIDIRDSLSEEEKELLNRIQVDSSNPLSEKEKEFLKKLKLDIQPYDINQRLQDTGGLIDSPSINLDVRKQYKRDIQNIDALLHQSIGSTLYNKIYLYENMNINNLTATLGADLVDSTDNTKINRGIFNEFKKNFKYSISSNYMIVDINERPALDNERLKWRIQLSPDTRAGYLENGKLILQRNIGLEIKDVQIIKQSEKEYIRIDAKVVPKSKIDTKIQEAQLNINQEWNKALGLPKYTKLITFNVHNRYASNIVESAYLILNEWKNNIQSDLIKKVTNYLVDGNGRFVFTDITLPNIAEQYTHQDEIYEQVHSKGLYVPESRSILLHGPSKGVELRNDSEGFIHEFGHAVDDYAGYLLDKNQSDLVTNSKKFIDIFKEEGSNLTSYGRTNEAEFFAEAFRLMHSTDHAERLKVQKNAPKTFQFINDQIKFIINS
Yp Topo-I inh: Yersinia pestis topoisomerase I inhibitors, primary screen, biochemical, cleavage product accumulation, plate reader, single point; Y. pestis Topo-I cleavage product accumulation; AID 504884, 2011; hit rate 0.064% among 360,000; activity, % at 10 µM; DNA topoisomerase I (Yersinia pestis CO92); in the data active = activity above about 50%, passing the limit was not always enough; also: inactives centre near 2
PfHsp40 rescue: rescue of yeast from PfHsp40 toxicity, primary screen, S. cerevisiae, ATP luminescence; S. cerevisiae expressing PfHsp40, growth rescue; growth rescue, % at 12.5 µM; hit rate 0.68% among 340,000; AID 504582, 2011; in the data active = growth rescue above about 28%, passing the limit was not always enough;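 also: yeast W303a lacking pdr1 and pdr3 grown in galactose medium; growth measured after three days at 30 °C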
PriA SSB inh: inhibitors of Klebsiella pneumoniae PriA binding to SSB C-terminal tail, primary screen, biochemical, AlphaScreen | inhibition, % at 33 µM | AlphaScreen SSBct-PriA binding, biotinylated peptide | PriA–SSB C-terminal tail interaction (Klebsiella pneumoniae) | hit rate 0.6% among 430,000; in the data active = inhibition mostly above about 37%, no sharp cut-off; inactive = mostly below about 20%;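 also: plate controls were negative control peptide for no effect and reference peptide for full effect; strong numbers were not always called active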
Vc quorum ag: inducers of Vibrio cholerae quorum light production without autoinducers, primary screen, BH1578 luxS cqsA deficient, single point | activation, % at 18.7 µM | hit rate 0.16% among 350,000 | V. cholerae BH1578 lux reporter, luminescence, 6 h | AID 588436, 2011; in the data active = activation mostly above about 9.7%, no sharp cut-off; also: not every result past the cut was called active; inactives centre near 0; reference of the scale not given here
TcdB GH inh: TcdB glycohydrolase inhibitors, primary screen, biochemical, single point, plate reader. TcdB glycohydrolase enzymatic assay. inhibition, % at 9.99 µM. AID 652162, 2013. Toxin B (Clostridioides difficile), P18177. hit rate 0.24% among 350,000; in the data active = inhibition above about 10%
PrPC TRFRET: inhibitors of human cell surface prion protein PrPC, primary screen, cell-based, TR-FRET; Major prion protein (Homo sapiens), P04156; TR-FRET read-out; inhibition, % at 13.8 µM; hit rate 0.43% among 370,000; AID 720596, 2013; in the data active = inhibition above about 24%; also: 0% = median of the test wells and 100% = reference compound wells
BoNT-A LC inh2: BoNT/A light chain protease inhibitors, primary screen, biochemical, flow cytometry, MLPCN library; hit rate 0.17% among 360,000; inhibition, % at 10 µM; AID 588499, 2011; multiplex microsphere protease substrate cleavage; also: plate controls were buffer without enzyme for full effect and enzyme alone for no effect
* hit, by the source's call; & = joins results of further samples. Rule as the data show it, unless noted: active = inhibition above about 30%; inconclusive = no clear call, values can overlap the other calls; inactive = below that. Some of the compounds tested; rates above refer to the full screens.

How did CCOC(=O)c1c(N)n(CCN2CCOCC2)c2nc3ccccc3nc12 do in these assays?
SARS 3CLpro inh: 3.6; Anthrax LF inh2: -7.0; Yp Topo-I inh: 3.3; PfHsp40 rescue: -1.0; PriA SSB inh: -2.0; Vc quorum ag: 1.6; PrPC TRFRET: -12.1; BoNT-A LC inh2: -0.5

What do the screens show for `C1=C(c2sc3ccccc3c2-c2ccc(OCCN3CCOCC3)cc2)CCCC1`?
Anthrax LF inh2: -8.5; Yp Topo-I inh: 13.7; PfHsp40 rescue: -1.5; PriA SSB inh: 41.3*; Vc quorum ag: inactive; TcdB GH inh: -0.1; PrPC TRFRET: 10.1; BoNT-A LC inh2: -0.5

What do the screens show for `COc1ccc(CCN(C)C(=O)c2cc(-c3ccccc3)nc3ccccc23)cc1OC`?
SARS 3CLpro inh: -2.7; Anthrax LF inh2: -1.7; Yp Topo-I inh: 30.3; PfHsp40 rescue: 0.6; PriA SSB inh: -7.2; Vc quorum ag: -7.9; TcdB GH inh: 0.8; PrPC TRFRET: -2.6; BoNT-A LC inh2: 0.3

What do the screens show for `CC1C(c2cccs2)=[N+]([O-])C(C)(C(=O)c2cccs2)N1O` (stereo unspecified)?
SARS 3CLpro inh: -3.0; Anthrax LF inh2: -1.7; Yp Topo-I inh: 9.9; PfHsp40 rescue: -1.2; PriA SSB inh: -3.5; Vc quorum ag: -0.2; PrPC TRFRET: 6.3; BoNT-A LC inh2: 0.2

Results for CC(=O)NC(=S)Nc1ccc2oc(=O)ccc2c1 ?
SARS 3CLpro inh: 8.7; Anthrax LF inh2: -4.2; Yp Topo-I inh: -7.7; PfHsp40 rescue: -1.5; PriA SSB inh: -16.3; Vc quorum ag: inactive; TcdB GH inh: 0.9; PrPC TRFRET: -3.2; BoNT-A LC inh2: -0.8

What do the screens show for `CCc1ccc(NC(=O)CS(=O)CC(=O)N2CCN(c3ccccc3F)CC2)cc1` (stereo unspecified)?
SARS 3CLpro inh: -1.9; Anthrax LF inh2: -0.5; Yp Topo-I inh: 7.8; PfHsp40 rescue: 1.2; PriA SSB inh: -3.0; Vc quorum ag: -0.3; TcdB GH inh: 0.5; PrPC TRFRET: -2.0; BoNT-A LC inh2: 0.3

What do the screens show for `Cc1cc(C(=O)C(C(c2ccccc2)N2CCOCC2)N2CCOCC2)ccc1Cl` (stereo unspecified)?
Anthrax LF inh2: -7.8; Yp Topo-I inh: -4.4; PfHsp40 rescue: 0.3; PriA SSB inh: -2.4; TcdB GH inh: -0.3; PrPC TRFRET: -2.0; BoNT-A LC inh2: 0.5

What do the screens show for `N#Cc1ccc(N=c2ssnc2Cl)cc1`?
SARS 3CLpro inh: -5.0; Anthrax LF inh2: -1.2&-0.2; Yp Topo-I inh: -5.1&-0.3; PfHsp40 rescue: -0.4&-0.5; PriA SSB inh: 0.7; Vc quorum ag: -0.4&0.3; PrPC TRFRET: 5.3; BoNT-A LC inh2: -0.5&-1.4

Results for O=c1ccc2c(o1)/C(=C/C=C(Cl)Cl)CCC2 ?
SARS 3CLpro inh: -0.5; Anthrax LF inh2: -3.6; Yp Topo-I inh: 6.8; PfHsp40 rescue: -0.4; PriA SSB inh: -0.5; Vc quorum ag: 0.0; PrPC TRFRET: -2.2; BoNT-A LC inh2: 0.7

Results for O=C(C/C=N/OCc1ccc(F)cc1Cl)c1cnc(-c2ccccc2)s1 ?
SARS 3CLpro inh: -0.8; Anthrax LF inh2: -3.4; Yp Topo-I inh: -6.4; PfHsp40 rescue: -0.2; Vc quorum ag: inactive; PrPC TRFRET: -7.7; BoNT-A LC inh2: -0.1

Results for CN(C)c1ccc(C(=O)c2ccc(N(C)C)c(N)c2)cc1N ?
SARS 3CLpro inh: -1.5; Anthrax LF inh2: -3.6; Yp Topo-I inh: -4.9; PfHsp40 rescue: -1.1; PriA SSB inh: 27.9; Vc quorum ag: inactive; PrPC TRFRET: -9.1; BoNT-A LC inh2: 0.0

What do the screens show for `NC(=O)c1ncn([C@@H]2O[C@H](CNCc3cc(Cl)ccc3OCc3ccc(Cl)cc3)[C@@H](O)[C@H]2O)n1`?
Anthrax LF inh2: -4.8; Yp Topo-I inh: 10.7; PfHsp40 rescue: 0.4; PriA SSB inh: -6.1; Vc quorum ag: -0.2; TcdB GH inh: 5.4; PrPC TRFRET: -7.4; BoNT-A LC inh2: -0.5

Results for COc1ccccc1-c1nnc(SCC(=O)N2CC(C)CC(C)C2)o1 (stereo unspecified) ?
SARS 3CLpro inh: -4.2; Anthrax LF inh2: 2.9; Yp Topo-I inh: 17.4; PfHsp40 rescue: -0.8; PriA SSB inh: -4.8; Vc quorum ag: -0.8; PrPC TRFRET: -2.3; BoNT-A LC inh2: 1.7

Results for Cc1cccc(NC(=O)CCn2c(=O)oc3ccccc32)c1 ?
SARS 3CLpro inh: 0.0; Anthrax LF inh2: -1.5; Yp Topo-I inh: -3.2; PfHsp40 rescue: -0.6; PriA SSB inh: 2.8; Vc quorum ag: 1.6; TcdB GH inh: 0.2; PrPC TRFRET: 3.4; BoNT-A LC inh2: -1.7

How did O=C(N/N=C/c1cnc(N2CCOCC2)s1)c1ccccc1 do in these assays?
SARS 3CLpro inh: -0.6; Anthrax LF inh2: -5.4; Yp Topo-I inh: 1.1; PfHsp40 rescue: -2.3; TcdB GH inh: 1.4; PrPC TRFRET: -10.1; BoNT-A LC inh2: 0.9

Structural class, the compounds so far containing two or more sulfur atoms (two)
What do the screens show for `CC1C(c2cccs2)=[N+]([O-])C(C)(C(=O)c2cccs2)N1O` (stereo unspecified)?
SARS 3CLpro inh: -3.0; Anthrax LF inh2: -1.7; Yp Topo-I inh: 9.9; PfHsp40 rescue: -1.2; PriA SSB inh: -3.5; Vc quorum ag: -0.2; PrPC TRFRET: 6.3; BoNT-A LC inh2: 0.2

What do the screens show for `N#Cc1ccc(N=c2ssnc2Cl)cc1`?
SARS 3CLpro inh: -5.0; Anthrax LF inh2: -1.2&-0.2; Yp Topo-I inh: -5.1&-0.3; PfHsp40 rescue: -0.4&-0.5; PriA SSB inh: 0.7; Vc quorum ag: -0.4&0.3; PrPC TRFRET: 5.3; BoNT-A LC inh2: -0.5&-1.4

(next part)
What do the screens show for `CCN(CC)S(=O)(=O)c1ccc(N2CCOCC2)c(NC(=O)c2ccc(NC(C)=O)cc2)c1`?
SARS 3CLpro inh: -0.7; Yp Topo-I inh: -1.1; PfHsp40 rescue: 0.1; PriA SSB inh: 4.0; Vc quorum ag: -0.5; TcdB GH inh: 1.4; PrPC TRFRET: -9.6

What do the screens show for `C[C@H](CO)N1C[C@H](C)[C@@H](CN(C)C(=O)Oc2cccc3ccccc23)OCc2cn(nn2)CCCC1=O`?
Anthrax LF inh2: -3.1; Yp Topo-I inh: 1.9; Vc quorum ag: inactive; TcdB GH inh: -0.1&1.1&-0.4; PrPC TRFRET: -2.3; BoNT-A LC inh2: 0.0

What do the screens show for `COc1cccc(-c2nnc(SCc3ccc(C#N)cc3)n2Cc2ccco2)c1`?
SARS 3CLpro inh: 0.7; Anthrax LF inh2: -0.7; Yp Topo-I inh: 4.4; PfHsp40 rescue: -0.1; PriA SSB inh: -2.5; Vc quorum ag: -2.2; PrPC TRFRET: 5.3; BoNT-A LC inh2: -0.2

How did COc1ccc(OC)c(NC(=O)c2cc3oc4ccccc4c3cc2O)c1 do in these assays?
SARS 3CLpro inh: -0.5; Anthrax LF inh2: 0.2; Yp Topo-I inh: -0.7; PfHsp40 rescue: 0.9; PriA SSB inh: -11.1; Vc quorum ag: inactive; TcdB GH inh: 0.8; PrPC TRFRET: 4.5; BoNT-A LC inh2: -2.3

What do the screens show for `O=C(CN1CCN(c2ccccc2F)CC1)N1N=CCC1c1ccccc1` (stereo unspecified)?
SARS 3CLpro inh: -4.4; Anthrax LF inh2: 1.4; Yp Topo-I inh: -2.2; PfHsp40 rescue: -0.4; PriA SSB inh: -5.3; Vc quorum ag: -2.5; TcdB GH inh: 0.9; PrPC TRFRET: -1.5; BoNT-A LC inh2: 0.2

How did CCC(C(=O)OCC(=O)Nc1ccc2[nH]c(=O)[nH]c2c1)c1ccccc1 (stereo unspecified) do in these assays?
Anthrax LF inh2: -2.2; Yp Topo-I inh: -12.5; PfHsp40 rescue: 0.6; PriA SSB inh: 8.1; Vc quorum ag: inactive; TcdB GH inh: -0.7; PrPC TRFRET: -3.6; BoNT-A LC inh2: 0.8

How did CC1CCCCN1S(=O)(=O)c1ccc2[nH]c(=O)cc(C(=O)NCCCN3CCCCCC3)c2c1 (stereo unspecified) do in these assays?
SARS 3CLpro inh: -2.4; Anthrax LF inh2: -1.7; Yp Topo-I inh: 5.4; PfHsp40 rescue: 0.3; PriA SSB inh: 2.6; Vc quorum ag: -0.9; TcdB GH inh: -0.5; PrPC TRFRET: -3.6; BoNT-A LC inh2: 0.2

Results for CCOc1ccc(CCNC(=O)c2[nH]c(C)c(C(C)=O)c2CC)cc1OCC ?
SARS 3CLpro inh: 6.7; Anthrax LF inh2: 1.9; Yp Topo-I inh: 4.7; PfHsp40 rescue: -0.2; PriA SSB inh: -1.1; Vc quorum ag: -0.3; TcdB GH inh: -0.6; PrPC TRFRET: -0.1; BoNT-A LC inh2: -0.6

What do the screens show for `Cc1ccccc1NC(=O)Cn1c(=O)n(CC2CCCO2)c(=O)c2ccccc21` (stereo unspecified)?
SARS 3CLpro inh: 0.7; Anthrax LF inh2: 8.0; Yp Topo-I inh: -3.5; PfHsp40 rescue: 0.0; PriA SSB inh: -0.8; Vc quorum ag: 0.1; TcdB GH inh: 0.4; PrPC TRFRET: -0.3; BoNT-A LC inh2: -1.1

Results for O=C(Nc1cccnc1)C1CCN(S(=O)(=O)c2cccc3nonc23)CC1 ?
SARS 3CLpro inh: 7.5; Anthrax LF inh2: 0.6; Yp Topo-I inh: -4.0; PfHsp40 rescue: -0.9; PriA SSB inh: -10.6; Vc quorum ag: -1.7; TcdB GH inh: 0.9; PrPC TRFRET: -30.6; BoNT-A LC inh2: 0.5

How did COc1ccc(-c2nc3c(c(SCC(=O)N4CCOCC4)n2)Cc2c(CO)cnc(C)c2O3)cc1 do in these assays?
SARS 3CLpro inh: -9.6; Anthrax LF inh2: 0.0; Yp Topo-I inh: 30.8; PfHsp40 rescue: 0.4; PriA SSB inh: 10.8; Vc quorum ag: -0.7; TcdB GH inh: 0.3; PrPC TRFRET: -15.7; BoNT-A LC inh2: 0.5

Results for CS(=O)(=O)N1N=C(c2cccs2)CC1c1ccc(Cl)o1 (stereo unspecified) ?
SARS 3CLpro inh: 5.0; Anthrax LF inh2: 1.9; Yp Topo-I inh: -4.1; PfHsp40 rescue: -0.3; PriA SSB inh: 11.0&-17.1; Vc quorum ag: -0.2; TcdB GH inh: 1.1; PrPC TRFRET: -6.7; BoNT-A LC inh2: 0.9

How did O=C(Nc1ncc2c(n1)-c1ccccc1CC2)c1cccc(Cl)c1 do in these assays?
SARS 3CLpro inh: -0.1; Yp Topo-I inh: 3.1; PfHsp40 rescue: 3.6; PriA SSB inh: 0.2; Vc quorum ag: -0.1; PrPC TRFRET: 9.7

How did CCCCOc1ccc(C(=O)O)cc1 do in these assays?
SARS 3CLpro inh: 1.9; Anthrax LF inh2: -0.5; Yp Topo-I inh: 4.0; PfHsp40 rescue: -0.6; PriA SSB inh: -10.1; Vc quorum ag: 1.0; PrPC TRFRET: 0.1; BoNT-A LC inh2: 0.7
